# RGS4-Gao reg = modulates binding of RGS4 to human Galphao; P09471; Multiplexed bead flow cytometry; actives lie on both sides; binding response (% of control), % at 10 µM; 220,000 compounds, 0.33% hits; AID 1415; in the data active means binding response below about 49% or above about 150%; inactive means in between;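 further: fluorescent Galphao activated with aluminum fluoride binding bead-coupled RGS4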
# Target sequence (P09471 whole entry, looked up): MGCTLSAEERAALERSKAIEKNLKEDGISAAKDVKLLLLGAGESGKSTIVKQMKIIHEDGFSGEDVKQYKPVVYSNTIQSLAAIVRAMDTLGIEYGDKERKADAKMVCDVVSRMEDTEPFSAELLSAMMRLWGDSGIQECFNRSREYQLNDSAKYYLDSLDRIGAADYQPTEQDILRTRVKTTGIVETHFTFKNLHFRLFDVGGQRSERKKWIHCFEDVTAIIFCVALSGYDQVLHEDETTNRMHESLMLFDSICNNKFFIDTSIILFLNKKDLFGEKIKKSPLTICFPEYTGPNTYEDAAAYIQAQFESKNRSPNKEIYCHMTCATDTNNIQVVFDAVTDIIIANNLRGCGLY
# Bim-Bcl-XL = disrupts Bim peptide binding to human Bcl-XL; bead flow cytometry, fluorescence; Q07817; inhibition, % at 10 µM; AID 1007; 190,000 compounds, 0.04% hits
# Bfl-1 Bim block = inhibitors of Bim-Bfl-1 interaction, human; Q16548; Bead-based flow cytometry, Bim-Bfl-1 binding inhibition; inhibition, % at 10 µM; 190,000 compounds, 0.12% hits;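 further: 0% = wells without compound plus tracer and 100% = blocker peptide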
# Mcl-1 Bim block = human Bim-Mcl-1 interaction inhibition. Bead-based flow cytometry, Bim peptide-Mcl-1 binding. inhibition, % at 10 µM. AID 1009. Q07820. 190,000 compounds, 0.1% hits;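 further: 0% = no compound tracer wells and 100% = peptide blocker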
# Target sequence (Q07820 whole entry, looked up): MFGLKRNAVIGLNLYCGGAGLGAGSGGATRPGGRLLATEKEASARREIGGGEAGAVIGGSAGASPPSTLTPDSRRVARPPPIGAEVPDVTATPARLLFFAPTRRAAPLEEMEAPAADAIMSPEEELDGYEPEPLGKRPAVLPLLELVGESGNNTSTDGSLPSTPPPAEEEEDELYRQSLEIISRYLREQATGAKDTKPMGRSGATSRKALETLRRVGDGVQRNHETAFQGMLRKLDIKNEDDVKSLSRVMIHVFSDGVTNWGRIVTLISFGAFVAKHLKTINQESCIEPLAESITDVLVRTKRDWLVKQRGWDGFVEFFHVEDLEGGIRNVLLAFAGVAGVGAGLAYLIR
# Mcl1-Noxa inh = Mcl-1/Noxa interaction inhibition | 220,000 compounds, 1.5% hits | TR-FRET Mcl-1/Noxa peptide binding, 2 h | inhibition, % at 21.7 µM | AID 1022;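 active means compounds that cut the protein-peptide binding signal by more than 50% relative to plate controls in a single-dose test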;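 further: His-tagged Mcl-1 with rhodamine Noxa BH3 peptide and terbium anti-His antibody; 0% = Mcl-1 plus Noxa peptide wells and 100% = peptide-only wells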
# Mcl1 Bid PPI = disrupts binding of human Mcl-1 to Bid peptide; Q07820; TR-FRET Mcl-1/Bid-Dy647 peptide binding, 1536-well; inhibition, % at 21.7 µM; 220,000 compounds, 0.97% hits;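 active means compounds that cut the binding signal by more than half at the single screening dose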;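 further: His-tagged Mcl-1 with europium anti-His antibody binding Bid BH3 peptide; 0% = Mcl-1 plus peptide wells and 100% = peptide-only wells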
# Bcl-W Bim block = human Bim-Bcl-W interaction inhibition; AID 952; Q92843; 190,000 compounds, 0.02% hits; bead-based flow cytometry, Bim peptide-Bcl-W binding; inhibition, % at 10 µM;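 further: 0% = bound tracer without compound and 100% = peptide blocker; higher means less fluorescent Bim peptide bound to Bcl-W beads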
# Target sequence (Q92843 whole entry, looked up): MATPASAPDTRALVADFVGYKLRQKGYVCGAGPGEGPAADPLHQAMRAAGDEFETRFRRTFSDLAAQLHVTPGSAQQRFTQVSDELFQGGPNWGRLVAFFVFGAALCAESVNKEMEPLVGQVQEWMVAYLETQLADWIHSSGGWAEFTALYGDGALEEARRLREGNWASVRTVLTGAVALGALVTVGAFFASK
# RGS8-Gao = human RGS8-Galphao interaction regulation; response (percent of control binding), % at 10 µM; P09471; multiplexed bead flow cytometry, RGS8-Galphao binding; actives lie on both sides; 220,000 compounds, 0.34% hits; AID 1423; in the data active means response below about 60% or above about 140%; inactive means in between;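 further: Galphao activated as the GDP aluminium fluoride complex binding bead-coupled RGS8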
# RGS7-Gao reg = regulators of human RGS7-Galphao interaction | Multiplexed bead flow cytometry, RGS7-Galphao binding; actives lie on both sides | binding response (% of control), % at 10 µM | 220,000 compounds, 0.35% hits; in the data active means binding response below about 49% or above about 150%; inconclusive means no clear call, values can overlap the other calls; inactive means in between;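 further: fluorescent Galphao held in activated GDP-AlF4 state binding bead-coupled RGS7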
# Bcl-B Bim block = inhibitors of Bim-Bcl-B interaction, human; Q9HD36; bead-based flow cytometry, Bim peptide-Bcl-B binding; inhibition, % at 10 µM; 190,000 compounds, 0.073% hits;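 further: 0% = tracer peptide without compound and 100% = reference inhibitor peptide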
# Bcl-2 Bim block = human Bim-Bcl-2 interaction inhibition; AID 950; 190,000 compounds, 0.06% hits; inhibition, % at 10 µM; Bead-based flow cytometry, Bim peptide-Bcl-2 binding; P10415; in the data active means inhibition above about 40%; inconclusive means no clear call, values can overlap the other calls;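 further: 0% = no compound wells with probe peptide and 100% = reference peptide inhibitor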
# Starred values were filed as active, the others as inactive; ? = inconclusive; / = not tested or not shown. Unless noted, no stated cut-off is given here; in the data, active means inhibition above about 40%.
SMILES,RGS4-Gao reg,Bim-Bcl-XL,Bfl-1 Bim block,Mcl-1 Bim block,Mcl1-Noxa inh,Mcl1 Bid PPI,Bcl-W Bim block,RGS8-Gao,RGS7-Gao reg,Bcl-B Bim block,Bcl-2 Bim block
S=c1[nH]cnc2scc(-c3ccc(Cl)cc3)c12,98.3,/,/,/,-37.6,-35.6,/,97.2,?,/,/
CNc1nc2cc([N+](=O)[O-])c([N+](=O)[O-])cc2nc1NC,101.6,-5.0,1.0,-11.0,17.9,17.4,-7.0,100.0,101.3,-6.0,-2.0
COc1cccc(N2C(=O)CC(N3CCN(C(=O)c4ccco4)CC3)C2=O)c1 (centres undefined),103.9,-4.0,-8.0,-2.0,-9.4,6.9,-2.0,106.2,103.5,-3.0,-1.0
O=C(Nc1ccc(S(=O)(=O)N2CCOCC2)cc1)c1ccc([N+](=O)[O-])o1,106.2,/,/,/,4.1,1.8,/,102.5,?,/,/
CC(C)(C)n1nc2c(c1NC(=O)Cc1ccc(F)cc1)CSC2,99.1,-3.0,-8.0,0.0,11.2,-20.7,1.0,94.7,100.8,-7.0,-6.0
Cc1cc(CNC(=O)CC2C(=O)NCCN2Cc2ccccc2C(F)(F)F)on1 (centres undefined),89.8,0.0,4.0,-2.0,-4.2,-23.9,6.0,94.4,95.8,3.0,2.0
Cc1cc2c(c(SCC(=O)NCc3ccc(Cl)cc3)n1)C(=O)OC2,98.9,0.0,-4.0,1.0,-8.1,-29.0,-2.0,100.0,98.6,-2.0,1.0
CC(=O)N/N=C/c1cc2c(cc1[N+](=O)[O-])OCO2,101.6,-4.0,-7.0,-2.0,-3.0,-10.3,-2.0,100.5,?,-7.0,-4.0
CCc1ccc(N2C(=O)Nc3ccccc3C2(O)C(=O)N2CCN(c3ccccn3)CC2)cc1 (centres undefined),99.1,-14.0,-4.0,-25.0,29.2,-1.1,-9.0,99.9,100.1,-3.0,-2.0
O=C(c1cc2cc([N+](=O)[O-])ccc2oc1=O)N1CCN(C2CCCCC2)CC1,99.5,-3.0,-6.0,-1.0,8.9,-12.1,-2.0,101.6,?,-6.0,-4.0
Cc1ccc(S(=O)(=O)NC(=O)NCc2ccc(Cl)cc2)cc1,103.4,-11.0,-13.0,-4.0,-5.1,-3.7,-1.0,99.6,101.1,-7.0,-10.0
O=C(O)CCC(=O)NN1C(=O)c2ccccc2NC1c1ccc(F)cc1 (centres undefined),115.7,/,/,/,17.2,2.8,/,105.6,?,/,/
O=C(Cn1c(=O)oc2cc(S(=O)(=O)N3CCCC3)ccc21)Nc1cccc(C(F)(F)F)c1,100.7,0.0,0.0,1.0,-25.7,-1.4,6.0,103.2,102.0,1.0,-1.0
CCOC(=O)c1cnc2ccccc2c1Nc1cccc(C(=O)O)c1,120.8,-2.0,-2.0,4.0,27.1,25.4,2.0,135.5,130.8,-3.0,-3.0
O=C(N/N=C/c1cccs1)c1cccc(NC(=O)c2ccc(Cl)cc2)c1,99.2,-2.0,-15.0,-3.0,12.1,-10.4,-2.0,101.4,98.2,-8.0,-4.0
COC(=O)Nc1ccc(S(=O)(=O)N(CCO)CCO)cc1,100.8,-8.0,-6.0,1.0,2.1,-19.5,0.0,94.7,95.8,-5.0,-6.0
Cc1nc(NC(=O)c2ccc3c(c2)OCO3)ccc1Br,101.0,-4.0,-3.0,-1.0,1.2,-16.2,-1.0,101.6,101.8,-3.0,-7.0
Cc1cc(NC(=O)c2ccc3nc(C)sc3c2)no1,101.4,-2.0,-9.0,-1.0,21.8,2.9,2.0,100.9,102.6,-3.0,-8.0
O=C(CCNC(=O)c1ccccc1Cl)Nc1cc(C(F)(F)F)ccc1Cl,102.5,-7.0,-1.0,0.0,9.1,10.8,-3.0,102.9,101.2,-3.0,-5.0
Cc1ccc(S(=O)(=O)N(CCC(=O)O)c2ccccc2)cc1,86.4,-6.0,0.0,-2.0,1.6,3.4,0.0,94.6,85.0,-3.0,2.0
CCC(=O)Nc1cccc(C2=NOC3(C2)C[C@@H](C(N)=O)N(C(=O)CC(c2ccccc2)c2ccccc2)C3)c1 (some centres undefined),98.2,/,/,/,0.8,-31.0,/,100.1,?,/,/
CCOC(=O)C1=C(N)Oc2c(oc(CO)cc2=O)C1c1ccc(F)c(F)c1 (centres undefined),101.2,-5.0,-6.0,-1.0,3.0,-25.3,-3.0,101.3,102.5,-3.0,0.0
COc1ccc(C(=O)N2CC3(C)CC2CC(C)(C)C3)cc1 (centres undefined),97.6,4.0,-13.0,-3.0,5.0,-1.7,1.0,101.8,94.1,-10.0,-7.0
CCCCCCCN1C2=NCCN2c2ccccc21,102.7,/,/,/,17.3,-9.6,/,100.1,?,/,/
Cc1ccc(NC(=O)Cn2c(=O)oc3ccccc32)cc1,99.5,-3.0,-5.0,-1.0,18.3,-19.2,0.0,99.7,103.7,-3.0,0.0
O=C(O)CCn1c(=O)[nH]c(=O)n(CCC(=O)O)c1=O,100.9,-1.0,3.0,-3.0,8.7,-1.5,-1.0,101.4,?,0.0,0.0
Cn1cnc2c(N3CCCCC3)nccc21,100.8,-2.0,-8.0,2.0,-20.6,-31.4,0.0,98.4,98.3,-5.0,-9.0
CCc1cccc(Oc2nn[nH]n2)c1,113.0,2.0,0.0,0.0,-13.6,23.1,0.0,110.5,113.8,2.0,-3.0
O=C(CC(c1ccco1)C1CCCCC1=O)c1ccco1 (centres undefined),101.7,-5.0,-11.0,-2.0,1.6,-30.1,-3.0,101.8,100.7,-11.0,-12.0
CCC(C)NC(=O)c1ccccc1NC(=O)/C(=C/c1ccc(OC)cc1)c1ccccc1 (centres undefined),93.7,-7.0,-4.0,-5.0,-5.8,-6.5,0.0,95.7,92.2,-3.0,-6.0
CCCn1c(SCC(=O)N2CC(=O)Nc3ccccc32)nc2ccccc21,101.3,-6.0,2.0,0.0,19.9,-16.3,-3.0,106.0,103.7,-6.0,4.0
O=C(CCn1cnc2ccccc2c1=O)Nc1cccc(Cl)c1,97.8,-2.0,-5.0,1.0,-1.3,5.2,0.0,99.5,99.5,-3.0,-7.0
COc1cc(/C=N/O)cc(Cl)c1OC,102.4,-8.0,0.0,-3.0,2.0,5.4,-5.0,101.2,97.3,-10.0,-1.0
N=C1C(c2nc3ccccc3[nH]2)=C(O)CN1c1ccccc1,96.5,-1.0,-14.0,-4.0,-56.3,-63.8,-3.0,97.4,99.3,-14.0,-11.0
CCOc1ccc(C(=S)NC2CCCCC2)cc1,103.7,1.0,0.0,0.0,5.7,-27.4,0.0,101.5,105.0,0.0,2.0
COc1ccccc1-c1cc(C(=O)NC(C)C)no1,98.7,5.0,-12.0,-1.0,14.4,0.1,0.0,99.0,95.4,-6.0,-8.0

# A portion taken from the entries so far:
SMILES,RGS4-Gao reg,Bim-Bcl-XL,Bfl-1 Bim block,Mcl-1 Bim block,Mcl1-Noxa inh,Mcl1 Bid PPI,Bcl-W Bim block,RGS8-Gao,RGS7-Gao reg,Bcl-B Bim block,Bcl-2 Bim block
CCOc1ccc(C(=S)NC2CCCCC2)cc1,103.7,1.0,0.0,0.0,5.7,-27.4,0.0,101.5,105.0,0.0,2.0
COc1ccccc1-c1cc(C(=O)NC(C)C)no1,98.7,5.0,-12.0,-1.0,14.4,0.1,0.0,99.0,95.4,-6.0,-8.0

# Next part
SMILES,RGS4-Gao reg,Bim-Bcl-XL,Bfl-1 Bim block,Mcl-1 Bim block,Mcl1-Noxa inh,Mcl1 Bid PPI,Bcl-W Bim block,RGS8-Gao,RGS7-Gao reg,Bcl-B Bim block,Bcl-2 Bim block
CCOc1ccc(N(CC(=O)N/N=C/c2cc([N+](=O)[O-])ccc2Cl)S(C)(=O)=O)cc1,102.6,0.0,-4.0,6.0,-3.2,11.5,8.0,102.2,97.4,0.0,0.0
Cc1ccc(N(CC(=O)N2CCOCC2)S(=O)(=O)c2ccccc2)cc1,97.8,-1.0,2.0,-1.0,12.0,-9.1,-2.0,99.3,96.4,0.0,-1.0
CC(=O)Nc1ccc(S(=O)(=O)N2CCN(CCCOc3ccccc3Cl)CC2)cc1,104.3,-9.0,-9.0,1.0,2.8,11.4,-4.0,102.2,104.4,-4.0,-6.0
COc1ccc(-n2c(SCC(=O)OC(C)C)nnc2-c2ccccn2)cc1,105.5,-27.0,-7.0,-3.0,-10.8,-8.8,0.0,134.1,101.2,-6.0,-7.0
O=C(NNC(=O)c1ccccn1)c1cccc([N+](=O)[O-])c1,100.2,-2.0,-9.0,-2.0,-37.9,-18.7,-3.0,104.9,99.2,-5.0,-3.0
CCOc1cc(CNCC(C)C)cc(Cl)c1OCc1ccccc1,100.6,-2.0,-3.0,0.0,-3.0,-2.7,0.0,101.6,101.4,-2.0,1.0
COc1ccc(OCc2n[nH]c(=S)o2)cc1,101.9,-3.0,-7.0,-4.0,13.7,13.3,0.0,99.5,98.6,-16.0,-12.0
COc1ccc(-c2noc(COc3ccc(Cl)c(C)c3)n2)cc1,102.9,-5.0,-11.0,0.0,13.2,-25.2,3.0,99.8,100.6,-5.0,-3.0
COC(=O)[C@H](C)[C@H]1C[C@]1(C)[C@H](NC(=O)OCc1ccccc1)c1ccccc1,90.4,-2.0,2.0,1.0,10.4,3.8,0.0,82.5,92.1,1.0,1.0
CC(NC(=S)NCc1ccccc1)C12CC3CC(CC(C3)C1)C2 (centres undefined),103.8,-9.0,0.0,-6.0,5.3,-29.0,-4.0,96.5,?,-30.0,-4.0
COc1ccc(C2CC(c3ccc4ccccc4c3OC(C)=O)=NN2C(=O)/C=C/c2ccccc2)cc1 (centres undefined),99.7,1.0,-16.0,-1.0,11.9,0.1,1.0,99.0,100.3,0.0,-8.0
Cc1cccc(C)c1NC(=S)Nc1c(C)n(C)n(-c2ccccc2)c1=O,99.8,0.0,0.0,0.0,-7.0,-73.9,-2.0,96.8,99.8,-2.0,0.0
C=CCOn1c(=O)c(-c2cccs2)[n+]([O-])c2ccccc21,98.9,0.0,-10.0,-1.0,22.6,17.0,-3.0,98.9,94.8,-5.0,-3.0
Cn1c(=O)c(Sc2ccccc2)c(O)c2ccccc21,107.9,/,/,/,17.8,-8.7,/,100.6,?,/,/
CN(C)/C=C/C(=O)c1ccc(F)cc1,96.2,-11.0,-12.0,-6.0,6.4,-16.7,0.0,99.7,95.0,-14.0,-9.0
COc1ccc(CNC(=O)CSCc2ccccc2Cl)cc1,99.1,-2.0,-13.0,-2.0,8.9,-6.4,-2.0,104.2,96.7,-4.0,-8.0
C=CCN=C1SC(C)C(=O)N1S(=O)(=O)c1ccccc1 (centres undefined),99.6,-3.0,-7.0,2.0,22.9,-5.9,0.0,101.5,97.7,-8.0,-9.0
O=C(NCc1ccncc1)/C(=N/O)c1ccccc1,98.0,-14.0,-22.0,-11.0,2.8,-1.8,-6.0,100.1,95.8,-13.0,-17.0
CCSc1nnc(NC(=O)c2csc3c2CCCC3)s1,103.4,-2.0,-14.0,1.0,2.7,-4.7,2.0,102.8,103.3,-6.0,-8.0
CC1CCc2c(sc(NC(=O)c3ccc(-c4ccccc4[N+](=O)[O-])o3)c2C#N)C1 (centres undefined),100.8,-1.0,0.0,-1.0,-14.1,-27.7,-4.0,96.2,103.3,-3.0,-3.0
Cc1cc(C(=O)NCc2ccco2)on1,95.5,-4.0,-9.0,-1.0,6.8,-18.4,2.0,99.3,94.1,-7.0,-6.0

# From PubChem BioAssay
